human PMI inhibition = inhibitors of human PMI, primary screen, biochemical, fluorescence intensity, coupled assay (AID 1209). purified PMI enzyme, coupled fluorescence intensity; higher % means a stronger effect. inhibition, % at 20 µM; hits with a dose series show IC50 in µM. actives 0.42% (n = 190,000);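 further: plate controls were DMSO vehicle for no effect and wells lacking substrate for full effect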
TNAP activation fold = human TNAP enzyme activators, primary screen, biochemical, luminescent, no phosphate acceptor, uHTS (AID 1001); Alkaline phosphatase, tissue-nonspecific isozyme (Homo sapiens); purified TNAP, luminescent activation assay, no phosphate acceptor; higher activation fold means a stronger effect; one-dose activation fold at 20 µM; EC50 in µM for titrated hits; actives 0.03% (n = 200,000); in the data active means activation fold from about 3, or a potency from the dose series; inactive means the rest, 99 in 100 with activation fold below about 1.6; further: many of its hits are not listed in these tables
West Nile antiviral = West Nile virus antiviral activity, cell-based, CPE readout (AID 1621) | West Nile virus-infected cells, CPE inhibition; higher % means a stronger effect | actives 0.02% (n = 290,000) | one-dose CPE inhibition, % at 10 µM; IC50 in µM for titrated hits; in the data active means a potency from the dose series; inconclusive means CPE inhibition mostly from about 3.7% at the one dose, without a potency; inactive means the rest, 99 in 100 with CPE inhibition below about 2.2%; further: strong numbers were not always called active
human PMI inhibitors = human PMI inhibitors, high substrate, primary screen, biochemical, fluorescence intensity, high mannose 6-phosphate (AID 1220); recombinant PMI enzyme, coupled fluorescence intensity; higher % means a stronger effect; Mannose-6-phosphate isomerase (Homo sapiens); actives 0.66% (n = 190,000); inhibition, % at 20 µM; hits with a dose series show IC50 in µM
RSV CPE inhibition = RSV antiviral activity via CPE protection, HEp-2 cells, primary 10 µM value included (AID 2391); HEp-2 cells, RSV-induced CPE inhibition; higher % means a stronger effect; one-dose CPE inhibition, % at 10 µM; IC50 in µM for titrated hits; actives 0.13% (n = 310,000); in the data active means a potency from the dose series; inconclusive means CPE inhibition mostly from about 23% at the one dose, without a potency; inactive means the rest, 99 in 100 with CPE inhibition below about 21%; further: strong numbers were not always called active
SV40 large T antigen = SV40 large T antigen inhibitors, biochemical (AID 1903). SV40 large T antigen ATPase/helicase inhibition assay; higher % means a stronger effect. inhibition, % at 20 µM; hits with a dose series show IC50 in µM. actives 0.39% (n = 310,000); in the data active means a potency from the dose series; inconclusive means inhibition mostly from about 32% at the one dose, without a potency; inactive means the rest, 99 in 100 with inhibition below about 32%; further: strong numbers were not always called active
ER stress rescue = rescue of cells from ER stress-induced death, primary screen, 384-well, CSM14.1, thapsigargin, ATP luminescence (AID 1222) | CSM14.1 thapsigargin-induced death rescue, ATP luminescence; higher % means a stronger effect | cellular ATP content (survival), % at 20 µM; hits with a dose series show EC50 in µM | 190,000 tested, under 10 active;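 active means EC50 below 50 µM in the dose-response confirmation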;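 further: death triggered by thapsigargin at about 15 µM added after 2 h compound pretreatment; cell ATP read after overnight thapsigargin exposure of roughly 18 to 22 hours; normalized against plate controls of thapsigargin alone and 5% DMSO vehicle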
Ins promoter up = insulin promoter activators in MIN6 cells, imaging, high-content screening, mouse beta cells; MIN6 insulin promoter-GFP reporter; stronger effect = higher value; z-score at 5 µM; actives 0.3% (n = 190,000); AID 1625, 2009;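 active means z-score above 3 at 5 µM with at least 500 cells counted in the well; inconclusive means wells under 500 cells, flagged as cytotoxic or low count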
Salmonella PhoP GFP = inhibitors of PhoP regulon expression, primary screen, Salmonella Typhimurium, GFP reporter (AID 1863). S. Typhimurium PhoP-regulated promoter GFP reporter, 4 h; higher % means a stronger effect. inhibition, % at 50 µM; hits with a dose series show IC50 in µM. actives 0.16% (n = 300,000);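 active means inhibition over 29.93%, a cutoff 3 SD above the screen mean, later confirmed by dose response; inconclusive means inhibition over 29.93% but no dose response follow-up; inactive means inhibition at most 29.93% or unconfirmed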;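 further: 0% = low Mg2+ inducing control and 100% = high Mg2+ repressing control; strong numbers were not always called active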
Ins promoter up cell count = also measured in Ins promoter up; calls as there; cell count; measured here: cytotoxicity, nuclei count;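 total cells summed across four imaged fields per well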
* marks the source's active call; other numbers are inactive results; ? = inconclusive; · = no result given. Unless noted, no stated cut-off is given here; in the data, active means inhibition above about 50%; inactive means the rest.

SMILES | human PMI inhibition | TNAP activation fold | West Nile antiviral | human PMI inhibitors | RSV CPE inhibition | SV40 large T antigen | ER stress rescue | Ins promoter up | Ins promoter up cell count | Salmonella PhoP GFP
Cc1ccc(N(CC(=O)Nc2ccccc2C(=O)NCc2ccco2)S(=O)(=O)c2ccccc2)cc1C | 12.5% | 1.1 | -0.5% | 4.2% | 2.9% | 4.8% | -2.7% | -0.37 | 889 | 0.6%
COC(=O)c1cc(Br)c(=O)n(Cc2cccnc2)c1 | 0.1% | 1.2 | 0.4% | -0.3% | -1.1% | 8.2% | -0.3% | -0.22 | 926 | -3.8%
CC(=O)Nc1ccc(C(=O)Nc2cc(C)on2)cc1 | · | · | 0.1% | · | ? | -0.1% | · | · | · | 4.1%
COc1cc(/C=C2\C(=O)N(CCC#N)N=C2C)ccc1OCC(=O)Nc1ccccc1 | 28.4% | 1 | 0.0% | 25.8% | 12.6% | 13.2% | -1.6% | -0.83 | 1362 | 21.0%
O=C(CCl)N(Cc1cc(=O)[nH]c2ccccc12)c1ccccc1 | · | · | -1.9% | · | -1.1% | 2.4% | · | · | · | 2.4%
CCc1cc(=O)oc2c3c(cc(OCC(=O)NCCCC(=O)O)c12)OC(C)(C)CC3 | · | · | 0.0% | · | 1.9% | -0.5% | · | · | · | 6.4%
CC1(c2ccc(Cl)cc2)NC(=O)CS1 (stereo not given) | · | 1 | 0.0% | · | 1.7% | 16.1% | -0.2% | · | · | -2.8%
Cn1c(=O)c2cn(-c3ccc4c(c3)OCCO4)cc2n(C)c1=O | 13.1% | 1.1 | -0.1% | 3.8% | -0.3% | 23.4% | -1.7% | 0 | 1238 | -6.8%
CN(C)C(=O)c1c([N+](=O)[O-])c(C(C)(C)C)nn1C | 2.8% | 1.1 | 1.3% | 3.8% | 2.4% | -10.9% | -1.6% | -0.22 | 1211 | -9.8%
O=Cc1c(NCCCN2CCCC2=O)c2ccccc2[nH]c1=O | · | · | 0.0% | · | 1.2% | 10.5% | · | · | · | -5.3%
CCn1c(CC(=O)Nc2ccccc2F)nnc1SCC(=O)N1CCN(c2ccccc2)CC1 | -9.6% | 1.1 | 0.1% | -25.7% | 0.3% | 9.6% | -3.4% | -0.4 | 1250 | 2.3%
CO/N=C/C1CCN(c2ncc(C(F)(F)F)cc2Cl)C1=O (stereo not given) | -6.6% | 1.1 | 0.6% | -5.1% | 0.3% | -4.8% | -0.4% | 0.35 | 1105 | 2.5%
O=C(c1cccc(N2C(=O)C3CC=CCC3C2=O)c1)N1CCN(c2ccccc2)CC1 (stereo not given) | -19.2% | 1.1 | · | -0.6% | 0.9% | 8.1% | -0.8% | · | · | 16.4%
O=C(NC(=S)Nc1ccccc1F)C1CCCCC1 | · | · | -0.6% | · | 0.1% | 18.4% | · | · | · | -0.4%
COc1ccc(Nc2ncnc3sccc23)cc1 | · | · | -0.8% | · | 4.3% | 4.8% | · | · | · | 5.2%
CS(=O)(=O)N(CC(=O)Nc1ccc(Br)cc1F)C1CCCCC1 | · | · | -1.4% | · | 1.2% | 23.1% | · | · | · | -5.4%
COc1cccc(-c2nc3n(n2)C(c2ccccc2Cl)C(C(N)=O)=C(C)N3)c1 (stereo not given) | -17.4% | 0.5 | 0.1% | -6.3% | -2.4% | 1.6% | 0.6% | 1.02 | 1137 | -2.8%
COc1cc(C)ccc1OCCOc1c(C)cc(Cl)cc1Cl | 23.0% | 1.1 | -0.9% | 9.3% | 2.8% | 4.6% | -0.2% | -0.1 | 1288 | 0.0%
CC(C)Oc1ccc(NC(=O)C2CCCNC2=O)cc1 (stereo not given) | 10.8% | 1.1 | -0.1% | 9.5% | 0.3% | 0.9% | -0.1% | -0.04 | 910 | 0.0%
CCN(CC)CCNC(=O)CNC(=S)N(CCCN1CCOCC1)Cc1cccs1 | -2.3% | 1.7 | -1.1% | -2.5% | 0.4% | -2.8% | 0.1% | 0.27 | 1199 | 0.5%
CCc1ccc2[nH]c(=O)c(CN(Cc3ccc(OC)cc3)Cc3nnnn3CCOC)cc2c1 | -4.2% | 1.1 | -0.1% | 4.3% | · | 15.4% | -1.2% | -2.79 | 1055 | -10.6%
CCCOC(=O)C1=C(C)NC2=C(C(=O)C(C(=O)OC)C(C)C2)C1c1ccc(N(C)C)cc1 (stereo not given) | -6.7% | 1 | -0.8% | -11.3% | 0.5% | 10.0% | 3.2% | · | · | 17.0%
Cc1c(C(=O)N(C)Cc2ccccc2)oc2c(Cl)cccc12 | · | · | 0.0% | · | 20.6% | -0.9% | · | · | · | 8.1%
O=C(NCCCN1CCCC1)c1cc(Sc2ccc(F)cc2)nc2ccccc12 | -1.9% | 1.1 | -0.6% | -1.5% | -3.6% | 11.5% | -0.4% | -0.31 | 1105 | 10.2%
Cc1cccc(C)c1NC(=O)CSc1nc2ccccc2c(=O)[nH]1 | 8.3% | 1.1 | 0.1% | 0.9% | 0.4% | 9.8% | -0.3% | 1.35 | 758 | 9.9%
Next part.
SMILES | human PMI inhibition | TNAP activation fold | West Nile antiviral | human PMI inhibitors | RSV CPE inhibition | SV40 large T antigen | ER stress rescue | Ins promoter up | Ins promoter up cell count | Salmonella PhoP GFP
CCOC(=O)c1c(/N=C/C2C(=O)CCCC2=O)sc(C)c1C | 24.9% | 0.9 | -0.1% | 18.3% | 4.5% | 32.5% | -0.5% | -0.03 | 1510 | 15.0%
COc1cc(C2SCC(=O)N2Cc2ccccc2)cc(OC)c1OC (stereo not given) | · | · | -0.1% | · | 2.0% | 6.1% | · | · | · | 5.2%
Cc1ccc(-c2nc3ncccn3c2NC2CCCC2)o1 | 7.7% | 1.1 | -0.3% | 3.8% | 0.2% | ? | 5.9% | -0.07 | 874 | -4.1%
Cc1nn(Cc2ccc(Cl)cc2)c2sc(C(=O)OCC(N)=O)cc12 | 2.9% | 1.1 | 0.1% | 4.1% | -2.1% | 1.0% | 0.5% | -0.18 | 958 | -0.3%
CCC(=O)NNC(=O)CCC(=O)Nc1ccc(C)cc1C | 4.7% | 1.1 | -0.2% | -1.8% | -0.2% | 7.5% | -2.0% | 0.56 | 1217 | -3.4%
Clc1ccccc1SCc1nc2ccccc2[nH]1 | 14.5% | 1.4 | 0.2% | 15.7% | -1.1% | 0.8% | -2.2% | -0.13 | 1978 | 0.0%
COC(=O)c1ccc(NS(=O)(=O)c2ccc(OC)cc2)cc1 | 4.5% | 1.1 | -0.6% | 3.5% | 0.5% | -0.8% | -2.7% | 0.04 | 1744 | -0.8%
O=C(c1ccc(COc2ccccc2Cl)o1)N1N=C(C(F)F)CC1(O)C(F)F (stereo not given) | 9.1% | 1.1 | -1.6% | 9.1% | 6.6% | 6.7% | -1.6% | 0.19 | 1258 | 7.5%
O=C(Oc1cccc2ccccc12)c1ccco1 | 10.0% | 1.1 | 0.4% | 26.2% | -0.3% | 10.5% | -2.4% | · | · | -2.5%
c1ccn2c(Cc3nnc4ccccn34)nnc2c1 | -2.3% | 1.1 | 0.2% | -7.1% | 4.4% | 11.9% | -0.8% | -0.25 | 1453 | 8.7%
COc1ccc(C(=O)N2CCN(C(C)=O)CC2)cc1S(=O)(=O)N1CCOCC1 | -3.6% | 1.1 | 0.0% | -3.0% | -1.0% | 8.0% | -0.8% | -0.67 | 1589 | -3.3%
Cc1cc(-c2nn(-c3ccccc3F)cc2CN2CCC(O)CC2)c(C)s1 | 0.2% | 0.9 | -0.3% | 0.5% | -1.1% | 14.5% | -0.8% | 0.76 | 1481 | -0.5%
Cc1nc2scc(C)n2c(=O)c1S(=O)(=O)N1CCN(c2ccc(F)cc2)CC1 | · | · | -0.3% | · | 4.9% | 8.4% | · | · | · | -2.0%
O=C1CSC(c2ccccn2)N1c1cccc(Cl)c1 (stereo not given) | 1.7% | 1.1 | -0.3% | -3.7% | 0.8% | 0.5% | 0.5% | 0.19 | 1241 | 1.0%
O=C(NCc1ccccn1)c1ccc2c(=O)n(CCc3ccccc3)c(=O)[nH]c2c1 | 6.0% | 1 | -1.0% | 15.5% | 2.1% | 8.5% | 0.0% | 0.47 | 1101 | -2.7%
COc1cccc(-n2nnc3c(=O)n(CC(=O)NC4CCCC4)cnc32)c1 | 1.3% | 1.1 | 0.1% | -0.8% | 1.4% | 2.2% | 1.2% | -0.18 | 1455 | 0.7%
O=C(c1ccccn1)N1CCN(c2ccc(C(F)(F)F)cn2)CC1 | -3.1% | 1.1 | -1.0% | -17.7% | 3.0% | -1.6% | -1.1% | -0.17 | 1101 | 6.6%
O=C(C1CCCN(S(=O)(=O)c2ccccc2)C1)N1CCN(c2ncccn2)CC1 (stereo not given) | -8.8% | 1.1 | -0.1% | -1.6% | 1.7% | -3.1% | -2.1% | · | · | -0.9%
N#C/C(=C\c1ccco1)Sc1nc2ccccc2s1 | 10.9% | 1.1 | 1.3% | 10.1% | 0.4% | -3.0% | -1.8% | 0.8 | 1228 | 8.2%
O=C(CNC(=O)/C(=C\c1ccc(Br)cc1)NC(=O)c1ccccc1)OCc1ccccc1 | 23.5% | 1.1 | -0.5% | 9.9% | 4.2% | 0.8% | -1.4% | 0.34 | 1583 | 19.7%
CCOC(=O)c1c(NC(=O)COc2ncnc3ccccc23)sc(C)c1C | 3.9% | · | -1.9% | 3.7% | 1.9% | 3.5% | -2.5% | -0.99 | 1431 | -3.0%
c1ccc(C2Oc3ccccc3C3CC(c4cccs4)=NN32)cc1 (stereo not given) | -27.3% | 1.2 | -0.1% | -35.2% | 5.0% | 10.7% | -4.3% | · | · | 6.5%
CCN(CCO)C1CC(=O)N(c2ccccc2C)C1=O (stereo not given) | 2.4% | 1.1 | -0.3% | -11.3% | 1.2% | 27.8% | -3.2% | -0.37 | 1438 | -0.8%
Cc1cc(=O)oc2c(C(=O)/C=C\c3cccs3)c(O)ccc12 | 7.0% | 1.3 | 0.4% | 2.5% | 6.0% | 13.3% | -2.5% | 0.32 | 1291 | 2.0%

4 structures already listed, ordered by SMILES length, falling.
SMILES | human PMI inhibition | TNAP activation fold | West Nile antiviral | human PMI inhibitors | RSV CPE inhibition | SV40 large T antigen | ER stress rescue | Ins promoter up | Ins promoter up cell count | Salmonella PhoP GFP
O=C(C1CCCN(S(=O)(=O)c2ccccc2)C1)N1CCN(c2ncccn2)CC1 (stereo not given) | -8.8% | 1.1 | -0.1% | -1.6% | 1.7% | -3.1% | -2.1% | · | · | -0.9%
O=C(c1ccc(COc2ccccc2Cl)o1)N1N=C(C(F)F)CC1(O)C(F)F (stereo not given) | 9.1% | 1.1 | -1.6% | 9.1% | 6.6% | 6.7% | -1.6% | 0.19 | 1258 | 7.5%
c1ccc(C2Oc3ccccc3C3CC(c4cccs4)=NN32)cc1 (stereo not given) | -27.3% | 1.2 | -0.1% | -35.2% | 5.0% | 10.7% | -4.3% | · | · | 6.5%
CCN(CCO)C1CC(=O)N(c2ccccc2C)C1=O (stereo not given) | 2.4% | 1.1 | -0.3% | -11.3% | 1.2% | 27.8% | -3.2% | -0.37 | 1438 | -0.8%

No enrichment for hits; overall some 1.5% were active at least once.
